TexasRed fluor = counter-screen for TRb-SRC2 inhibitors: fluorescence interference. TRb/SRC2 Texas Red total fluorescence interference. Potency, µM (top dose mostly 106 µM), for inactives: at the highest dose fluorescence change, negative = quenching. actives 0.29% (n = 280,000). AID 1479; active = well fitted curve in either direction with a large enough effect; inconclusive = small, poorly fitted or top-dose-only effect
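Human TRb ligand-binding domain at 0.6 uM with 20 nM Texas Red SRC2 peptide in Tris buffer containing 1 uM T3 and 5% DMSO, incubated with compound 5 h at ambient temperature. Total fluorescence (555/632 nm) calculated as parallel + 2 × perpendicular.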
GAA glycogen = inhibitors or activators of human alpha-glucosidase glycogen cleavage; Potency, µM (titrated, usually from 76.4 µM), without a hit: at the highest dose activity change, negative = inhibition, most hits filed as inhibitors; P10253; actives 0.38% (n = 300,000); AID 2100; recombinant GAA, glycogen substrate, Amplex Red glucose oxidase fluorescence;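 note: 0% = full enzyme reaction and -100% = no-enzyme basal signal; the screen sought inhibitors and activators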
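Recombinant human alpha-glucosidase (4 nM final) hydrolysed bovine liver glycogen (30 ug) for 40 min at 37 C in pH 5.0 citrate/phosphate with 0.01% Tween-20. Released glucose detected by glucose oxidase/Amplex Red, Ex 573/Em 610 nm. Compounds up to 77 uM; AC50 from Hill fits.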
TRb-SRC2 inh = inhibitors of human thyroid hormone receptor beta-SRC2 interaction; Potency, µM (series often up to 106 µM), without a hit: at the highest dose activity change, negative = inhibition, usual class: inhibitors; actives 0.065% (n = 280,000); TRbeta-SRC2 peptide binding, fluorescence polarization; receptor liganded with 1 µM T3;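 note: plate controls were bound peptide for no effect and peptide without receptor for full effect; nearly all actives have a fitted effect of over 50% in size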
Target sequence (P10828 whole entry, looked up): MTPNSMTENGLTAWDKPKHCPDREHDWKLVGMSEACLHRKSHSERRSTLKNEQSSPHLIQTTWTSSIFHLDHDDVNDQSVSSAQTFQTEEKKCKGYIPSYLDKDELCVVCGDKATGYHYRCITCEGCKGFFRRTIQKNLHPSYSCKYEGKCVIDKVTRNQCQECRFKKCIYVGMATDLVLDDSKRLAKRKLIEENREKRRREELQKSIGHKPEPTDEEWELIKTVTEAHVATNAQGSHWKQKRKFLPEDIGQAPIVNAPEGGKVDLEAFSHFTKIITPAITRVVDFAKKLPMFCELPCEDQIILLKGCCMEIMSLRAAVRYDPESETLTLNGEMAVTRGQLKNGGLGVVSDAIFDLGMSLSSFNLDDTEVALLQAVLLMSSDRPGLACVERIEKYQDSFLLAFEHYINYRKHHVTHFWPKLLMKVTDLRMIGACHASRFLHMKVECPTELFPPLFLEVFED
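Assay buffer: 20 mM Tris-HCl, 100 mM NaCl, 10% glycerol, 1 mM EDTA, 0.01% NP-40, 1 mM DTT, 1 uM T3, 5% DMSO; TRb LBD 0.6 uM, Texas Red SRC2 20 nM; FP after 5 hr.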
GAA spleen mod = lysosomal alpha-glucosidase (human) modulation. P10253. actives 0.006% (n = 240,000). Potency, µM (highest dose often 79.9 µM), without a hit: top-dose activity change, negative = inhibition, actives largely listed as inhibitors. human spleen homogenate, 4-MU-alpha-glucoside fluorescence;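 note: 0% = enzyme with vehicle and -100% = no enzyme basal signal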
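Human spleen homogenate (1 ug) with 4-methylumbelliferyl-alpha-D-glucopyranoside (1 mM final) in 50 mM citrate/phosphate pH 5.0, 0.01% Tween-20; 40 min at 37 C. Stopped at pH 10; 4-MU fluorescence Ex 365/Em 440 nm; AC50 by Hill fit.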
GAA inhib = inhibitors of human lysosomal alpha-glucosidase. P10253. purified human GAA, 4-MU-alpha-glucoside fluorescence. Potency, µM (top dose mostly 76.9 µM), for the others: at the top dose activity change, negative = inhibition, usual class: inhibitors. actives 0.005% (n = 200,000). AID 1466;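 note: plate controls were uninhibited enzyme wells for no effect and no-enzyme background for full effect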
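Human alpha-glucosidase, 4 nM, pre-mixed with test compounds before 400 uM 4-methylumbelliferyl substrate; 20 min room temperature at pH 5.0. Fluorescence read after pH 10 stop; AC50 values from Hill-equation fits.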
RECQ1 helicase = blocks DNA unwinding by human RECQ1; P46063; RECQ1 DNA unwinding, red fluorescence kinetic read; Potency, µM (titrated, usually from 57.3 µM), inactives show at the highest dose activity, negative = inhibition, actives largely listed as inhibitors; actives 0.54% (n = 240,000); AID 2549;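 note: plate controls were vehicle for no effect and no enzyme for full effect; nearly all actives have a fitted effect of over 30% in size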
Target sequence (P46063 whole entry, looked up): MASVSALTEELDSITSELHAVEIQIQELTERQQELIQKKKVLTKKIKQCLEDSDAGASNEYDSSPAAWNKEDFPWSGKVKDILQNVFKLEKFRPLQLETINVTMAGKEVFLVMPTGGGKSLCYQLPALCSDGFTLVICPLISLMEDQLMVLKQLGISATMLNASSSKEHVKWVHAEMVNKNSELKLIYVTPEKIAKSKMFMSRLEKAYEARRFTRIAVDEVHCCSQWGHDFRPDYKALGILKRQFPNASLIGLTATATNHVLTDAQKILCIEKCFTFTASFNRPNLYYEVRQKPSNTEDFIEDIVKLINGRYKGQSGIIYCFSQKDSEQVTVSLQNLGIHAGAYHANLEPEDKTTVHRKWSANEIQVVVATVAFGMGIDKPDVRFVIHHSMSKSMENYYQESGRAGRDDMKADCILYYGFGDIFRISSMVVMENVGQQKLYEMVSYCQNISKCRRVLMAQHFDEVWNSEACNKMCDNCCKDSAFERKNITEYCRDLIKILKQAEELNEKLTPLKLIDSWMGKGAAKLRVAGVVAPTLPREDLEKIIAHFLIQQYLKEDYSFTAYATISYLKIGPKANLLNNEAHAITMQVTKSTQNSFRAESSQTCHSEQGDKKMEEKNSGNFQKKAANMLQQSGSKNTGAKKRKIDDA
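RECQ1T1 50 nM; forked duplex (20 bp + 30-nt ss tails) 200 nM, ATP 2 mM final; pH 8.0, 2 mM MgCl2, 2.5 ug/ml poly(dI-dC); 15 min compound preincubation; discontinuous kinetic read over 2 h at RT.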
L3MBTL1 block = blocks human L3MBTL1; Q9Y468; AlphaScreen L3MBTL1–H3K9me1 peptide binding; Potency, µM (titrated, usually from 57.1 µM), inactives show at the top dose activity, negative = inhibition, usual class: inhibitors; actives 0.66% (n = 230,000); note: nearly all actives have a fitted effect of over 60% in size
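Displacement of a biotinylated histone H3(1-15) peptide monomethylated at Lys9 (75 nM) from L3MBTL1 (50 nM) was measured by AlphaScreen after a 30 min room-temperature compound incubation; cefsulodin titration served as intraplate control.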
GoLoco inh red = blocks human Gai1 binding to RGS12 GoLoco peptide, red readout; Gai1:RGS12 GoLoco peptide FP, rhodamine, 10 min; actives 0.44% (n = 230,000); P63096; Potency, µM (titrated, usually from 61.6 µM), inactives show at the highest dose activity, negative = inhibition, hits mostly inhibitors; active = well fitted inhibition curve with a large enough effect, not every such curve was filed as active; inactive = no such curve, though single readings can be large or run the other way; note: nearly all actives have a fitted effect of over 30% in size; many of its hits are not listed in these tables
An asterisk follows results filed as active; i = inactive; u = inconclusive; x = no result given; [ ] = another dose, or the depositor's remark. Unless noted, calls come from the whole dose curve; as a rule, active = well fitted curve in the direction sought with a large enough effect; inconclusive = small, poorly fitted or top-dose-only effect, or another doubt; inactive = no such curve, though single readings can be large; an effect the other way counts as inactive or inconclusive. Unless noted, % is set by controls: 0 for no effect and ±100 for the full control effect; potency is the fitted concentration of half-maximal effect.

[1] O=C(CC(C(=O)O)c1ccc(Cl)cc1)c1ccccc1 (stereo not drawn)
[2] Cc1ccc(CNC(=O)c2cn(C)c(=O)c3c2c2ccccc2n3C)o1
[3] COC(=O)c1c(C)oc2ccc(N(C(=O)c3ccncc3)S(=O)(=O)c3ccc4ccccc4c3)cc12
[4] O=C(CN1C(=O)S/C(=C\c2ccc(Cl)cc2)C1=O)NNC(=O)c1ccccc1O
[5] CCCCCCCC(=O)N/N=C/c1ccco1
[6] Cc1cc(=O)oc2c1c(C)nn2-c1ccc(Cl)cc1
[7] O=C(Nc1ccc(Cl)cc1)C(c1ccccc1)N1CCOCC1 (stereo not drawn)
[8] COC(=O)C1=C(C)OC(N)=C(C#N)C1c1cccnc1 (stereo not drawn)
assay / compound	1	2	3	4	5	6	7	8
GAA inhib	-2%	12%	-5%	6%	-11%	-12%	7%	0%
TexasRed fluor	-2%	-3%	-1%	-2%	-1%	-1%	-1%	-2%
TRb-SRC2 inh	4%	-7%	10%	0%	-3%	-1%	1%	1%
GAA glycogen	2%	3%	3%	7%	-4%	19%	22%	-16%
GAA spleen mod	-8%	2%	-4%	-11%	-1%	-4%	8%	-8%
GoLoco inh red	3%	-17%	17%	4%	2%	11%	-13%	-8%
RECQ1 helicase	0%	-3%	-1%	-8%	-16%	i	i	7%
L3MBTL1 block	4%	x	-2%	-2%	-7%	1%	6%	x

[9] C=CCOC(=O)Nc1c(C(=O)OC)[nH]c2ccccc12
[10] CCOC(=O)C1(CCCc2ccccc2)CCN(C(=O)CCc2cnn(C)c2)CC1
[11] Cc1cc(C)n2ncc(C(=O)NC3CCCCC3)c2n1
[12] Cc1ccc(CONC(=O)c2ccc(OC(F)F)cc2)cc1
[13] Cc1cccc(C)c1NC(=O)CSc1nc(-c2ccco2)cc(C(F)(F)F)n1
[14] CCOc1c(C=C(C#N)C#N)c2ccccc2n1CC
[15] Cc1cccc(/C=N\NC(=O)c2sccc2-n2cccc2)c1
[16] CCCCN=C(N)/C(C(=O)OCC)=C(\O)c1ccc(OC)cc1
assay / compound	9	10	11	12	13	14	15	16
GAA inhib	-3%	7%	7%	-7%	4%	1%	u	-3%
TexasRed fluor	0%	-1%	-2%	0%	-2%	-7%	2%	4%
TRb-SRC2 inh	-2%	2%	-5%	-1%	6%	-5%	10%	-3%
GAA glycogen	-1%	-7%	-2%	8%	7%	-29%	-3%	6%
GAA spleen mod	-12%	1%	6%	6%	-6%	-13%	-28%	2%
GoLoco inh red	-8%	6%	0%	5%	1%	6%	10%	x
RECQ1 helicase	-1%	i	i	-5%	-5%	-4%	-4%	i
L3MBTL1 block	8%	-7%	0%	14%	5%	-6%	-16%	13%

Ordered by molecular weight (descending): part of the list above.
[16] CCCCN=C(N)/C(C(=O)OCC)=C(\O)c1ccc(OC)cc1
[9] C=CCOC(=O)Nc1c(C(=O)OC)[nH]c2ccccc12
[11] Cc1cc(C)n2ncc(C(=O)NC3CCCCC3)c2n1
[14] CCOc1c(C=C(C#N)C#N)c2ccccc2n1CC
assay / compound	16	9	11	14
GAA inhib	-3%	-3%	7%	1%
TexasRed fluor	4%	0%	-2%	-7%
TRb-SRC2 inh	-3%	-2%	-5%	-5%
GAA glycogen	6%	-1%	-2%	-29%
GAA spleen mod	2%	-12%	6%	-13%
GoLoco inh red	x	-8%	0%	6%
RECQ1 helicase	i	-1%	i	-4%
L3MBTL1 block	13%	8%	0%	-6%

Other entries follow:
[17] CCc1cc([N+](=O)[O-])cc(CC)c1N
[18] CCCCN(C)CCn1c(=S)[nH]c2cc(OCC)c(OCC)cc2c1=O
[19] O=C(/C=C/c1ccccc1)N(Cc1cccs1)C1CCS(=O)(=O)C1 (stereo not drawn)
[20] COC(=O)C1=C(C)Nc2sc(C(N)=O)c(N)c2C1c1ccncc1 (stereo not drawn)
[21] COc1ccc(S(=O)(=O)Cc2ccc(C(=O)NCCCN(C)c3ccccc3)o2)cc1
[22] Cc1ccc(NC(=O)C2=CCN(S(=O)(=O)c3ccc(F)cc3)CC2)c(C)c1
[23] CCOC(CCn1c(SCC(=O)Nc2cc(C)on2)nc2ccccc2c1=O)OCC
[24] CCOCCCNS(=O)(=O)Cc1ccccc1
assay / compound	17	18	19	20	21	22	23	24
GAA inhib	1%	u	x	-5%	-7%	-3%	1%	4%
TexasRed fluor	-8%	-1%	-7%	0%	0%	2%	-3%	-3%
TRb-SRC2 inh	2%	-4%	-10%	3%	-2%	3%	1%	5%
GAA glycogen	15%	4%	3%	5%	u	3%	10%	1%
GAA spleen mod	5%	-29%	3%	0%	-6%	5%	1%	0%
GoLoco inh red	2%	2%	4%	0%	-3%	4%	3%	1%
RECQ1 helicase	i	-1%	i	1%	4%	-3%	i	13%
L3MBTL1 block	x	x	36%	-11%	-9%	4%	3%	-5%

[25] COc1ccccc1CNN
[26] O=C1OCCC1Sc1nnc(-c2ccc(Cl)cc2)n1Cc1ccccc1 (stereo not drawn)
[27] O=C(O)CCC(=O)Nc1ccc(C(=O)OC2CCCCC2)cc1
[28] Cc1cc(C(C)(C)C)oc1C(=O)N(CC(=O)NC1CCCC1)c1cccc(C(F)(F)F)c1
[29] COc1ccc(OC)c(C(=O)COC(=O)c2cccnc2Cl)c1
[30] COc1cc(-c2nc(-c3ccccc3)c(-c3ccc(F)cc3)[nH]2)cc2c1OCO2
[31] COc1ccc(S(=O)(=O)Nc2ccc(Oc3ncccn3)c(Cl)c2)cc1
[32] COc1ccc(NC(=O)C2CCC(C(C)(C)C)CC2)cc1S(=O)(=O)N1CCCCC1 (stereo not drawn)
assay / compound	25	26	27	28	29	30	31	32
GAA inhib	0%	2%	-1%[15.4 µM]	u	-2%	3%	-3%	-1%
TexasRed fluor	1%	-3%	-2%	-6%	0%	-5%	0%	2%
TRb-SRC2 inh	1%	-6%	-9%	2%	7%	3%	3%	9%
GAA glycogen	u	-6%	8%	-11%	-1%	-4%	-5%	-7%
GAA spleen mod	-10%	-10%	-3%	-4%	-6%	-19%	-5%	-5%
GoLoco inh red	0%	9%	1%	0%	2%	-3%	0%	-2%
RECQ1 helicase	i	-3%	-10%	-1%	i	-14%	12%	i
L3MBTL1 block	x	-1%	-1%	-2%	19%	-6%	x	-8%

[33] CCOC(=O)c1c(NC(=O)CSc2nnnn2C)sc(C(=O)N(C)C)c1C
[34] CCOC(=O)COc1cc2c3c(c(=O)oc2cc1C)CCCC3
[35] CC[C@H](C)[C@H](NC(N)=O)C(=O)Nc1ccc(OC)c(Cl)c1
[36] Cc1cccc(-n2cc(CNCCc3nc(C)cc(C)n3)c(-c3cccc(F)c3)n2)c1
[37] CCCN(CCC)C[C@@H]1CCCCN1CCNC(=O)N1c2ccccc2C(=O)Nc2cccnc21
[38] C=CC[C@@](C(C)=O)(C(=O)OC)C(NC(=O)OC)c1ccccc1 (stereo partly drawn)
[39] Cc1nn(Cc2ccc(Cl)cc2Cl)c(C)c1NC(=O)CCl
[40] N#CCC(=O)NN=C1CCCCCCCCCCC1
assay / compound	33	34	35	36	37	38	39	40
GAA inhib	10%	-1%	-12%	x	x	x	1%	-9%
TexasRed fluor	-7%	1%	-6%	-3%	-3%	0%	-7%	0%
TRb-SRC2 inh	-7%	-1%	-6%	6%	6%	-7%	-6%	14%
GAA glycogen	5%	2%	1%	0%	x	x	3%	-24%
GAA spleen mod	3%	5%	x	4%	-3%	5%	-3%	-1%
GoLoco inh red	10%	-6%	11%	-6%	-6%	-2%	-24%	-4%
RECQ1 helicase	i	-4%	-2%	-3%	i	0%	i	-1%
L3MBTL1 block	-1%	4%	-12%	-7%	x	x	6%	0%

Grouped by structure, those above containing a cyano group.
[8] COC(=O)C1=C(C)OC(N)=C(C#N)C1c1cccnc1 (stereo not drawn)
[14] CCOc1c(C=C(C#N)C#N)c2ccccc2n1CC
[40] N#CCC(=O)NN=C1CCCCCCCCCCC1
assay / compound	8	14	40
GAA inhib	0%	1%	-9%
TexasRed fluor	-2%	-7%	0%
TRb-SRC2 inh	1%	-5%	14%
GAA glycogen	-16%	-29%	-24%
GAA spleen mod	-8%	-13%	-1%
GoLoco inh red	-8%	6%	-4%
RECQ1 helicase	7%	-4%	-1%
L3MBTL1 block	x	-6%	0%

Going on with the list.
[41] O=C(NN=C1c2ccccc2-c2ccccc21)c1ccccc1Br
[42] CCc1nnc(N/N=C/c2c(Cl)cccc2Cl)n1N
[43] Cc1ccc2nc(-c3ccccc3)cc(C(=O)NCCCn3ccnc3)c2c1
[44] CCCC(=O)C1=C(c2ccccc2)C(C#N)(C#N)C(C#N)=C1N
[45] CCC(=O)N1CCc2cc(Br)cc(S(=O)(=O)Nc3c(C)n(C)n(-c4ccccc4)c3=O)c21
[46] COc1ccc(CNCc2ccco2)cc1OCc1ccccc1
assay / compound	41	42	43	44	45	46
GAA inhib	-1%	14%	12%	-3%	3%	2%
TexasRed fluor	-1%	-4%	0%	19%	-2%	1%
TRb-SRC2 inh	4%	4%	-3%	u	-3%	10%
GAA glycogen	0%	-26%	0%	u	4%	7%
GAA spleen mod	8%	-8%	-8%	1%	-2%	-1%
GoLoco inh red	-12%	10%	9%	25%	14%	-25%
RECQ1 helicase	3%	-8%	-7%	-21%	-6%	10%
L3MBTL1 block	-13%	-4%	-9%	-11%	x	-7%

Quoted at random: 2 entries already listed
[41] O=C(NN=C1c2ccccc2-c2ccccc21)c1ccccc1Br
[42] CCc1nnc(N/N=C/c2c(Cl)cccc2Cl)n1N
assay / compound	41	42
GAA inhib	-1%	14%
TexasRed fluor	-1%	-4%
TRb-SRC2 inh	4%	4%
GAA glycogen	0%	-26%
GAA spleen mod	8%	-8%
GoLoco inh red	-12%	10%
RECQ1 helicase	3%	-8%
L3MBTL1 block	-13%	-4%

A portion of the library; rates above refer to the full screens.
